Bioassay records: PubChem, several laboratories
CaV13 FRET inh = Primary screen for inhibitors of IQ motif and Ca2+-dependent inactivation inhibitor domain binding in CACNA1D, Förster resonance energy transfer in living cells, … | HEK cells, CFP/YFP FRET ICDI-IQ, plate reader, 10 min; percent FRET-ratio fall versus neutral wells | inhibition, % at 12.3 µM | 0.098% of 340,000 active;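 active = mean replicate inhibition of at least 30% and at least 1% of replicates passing that level; inconclusive = only one of the two criteria is met; inactive = neither criterion is met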;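 also: 0% = median of the neutral control wells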
NR2E3 ag-1 = agonists of human NR2E3 nuclear receptor | Q9Y5X4 | CHO-S Gal4-NCOR/VP16-NR2E3 two-hybrid, luciferase | inhibition of corepressor binding, % at 3.98 µM | 0.35% of 360,000 active | AID 602229;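 active = inhibition above the mean of all tested compounds plus 3 SD, cut at about 70% in these data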;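 also: 0% = DMSO with NR2E3 transfected cells and 100% = cells lacking NR2E3 construct; higher means lower luciferase signal from less NR2E3 corepressor binding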
Target sequence (Q9Y5X4 whole entry, looked up, the tested form may be a part): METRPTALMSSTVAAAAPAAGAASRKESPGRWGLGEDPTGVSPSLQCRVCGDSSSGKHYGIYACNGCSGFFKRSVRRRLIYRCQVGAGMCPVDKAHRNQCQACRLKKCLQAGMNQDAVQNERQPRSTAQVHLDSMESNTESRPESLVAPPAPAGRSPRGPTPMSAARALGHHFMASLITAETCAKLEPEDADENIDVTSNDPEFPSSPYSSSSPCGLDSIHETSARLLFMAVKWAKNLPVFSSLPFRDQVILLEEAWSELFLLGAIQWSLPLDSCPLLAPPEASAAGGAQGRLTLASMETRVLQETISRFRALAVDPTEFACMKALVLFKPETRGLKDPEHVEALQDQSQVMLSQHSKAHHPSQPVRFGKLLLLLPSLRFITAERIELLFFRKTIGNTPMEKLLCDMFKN
KKLEB cytotox = reduces viability of KKLEB cystic fibrosis airway cells; AID 602141; activity change (cytotoxicity), % at 5 µM; 0.36% of 360,000 active; KKLEB CF airway cells viability, ATPlite luminescence, overnight; active compounds read low; cells stimulated with P. aeruginosa culture filtrate;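 active = corrected activity change at or below -50% at 5 µM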
CF NFkB block = inhibitors of cystic fibrosis induced NF-kB; KKLEB NF-kB-GFP reporter, PAF-induced, GFP fluorescence overnight; inhibition, % at 5 µM; 0.86% of 360,000 active;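 active = at least 50% inhibition at 5 µM, scaled per plate between neutral and stimulator controls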;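 also: PAF is a Pseudomonas aeruginosa culture filtrate used as stimulus; plate controls were PAF-stimulated DMSO wells for no effect and unstimulated DMSO wells for full effect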
Peg3 promoter = reduces Peg3 promoter-driven luciferase expression in HeLa; 1.7% of 360,000 active; AID 588405; HeLa PEG-Prom luciferase reporter, luminescence, overnight; inhibition, % at 20 µM;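 active = inhibition of at least 50% at 20 µM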
TRPM1 prom inh = reduces MITF-dependent TRPM1 promoter luciferase signal | 0.83% of 330,000 active | AID 488899 | SK-MEL-5 TRPM1 promoter luciferase, 24 h | inhibition, % at 12.5 µM;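 active = mean inhibition across replicates of 60% or more, whatever share of single replicates reaches that level; inconclusive = some that reach 60%, reason not given; inactive = mean inhibition across replicates below 60%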; also: values of inactives mirror those of a sister screen read the other way
Shn3 inh set2 = reduces Shn3 3'UTR luciferase signal in osteoblasts | Clone20 osteoblast Shn3 3'UTR firefly luciferase, 24 h | inhibition, % at 12.5 µM | 0.52% of 360,000 active | AID 588674;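 active = mean inhibition of at least 75% with every replicate also reaching 75%; inconclusive = mean inhibition at least 75% but some replicate below; inactive = mean inhibition below 75%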;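 also: 0% = median of neutral control wells and 100% = pilot-screen positive control compound; some compounds past the cut are filed as inactive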
Vif inh = inhibitors of HIV Vif; 0.35% of 340,000 active; inhibition, % at 7.49 µM; HEK293T cells, Vif self-association by quenched fluorescence, imaging, 24 h; in the data active = inhibition above about 50%, passing the limit was not always enough; inconclusive = no clear call, values can overlap the other calls; inactive = below about 31%; also: some results filed as inactive read as strong as hits
HIF-2a inh = inhibitors of HIF-2a; 786-0 RCC cells HIF-2a reporter, luciferase luminescence, overnight; inhibition, % at 18.8 µM; 0.72% of 360,000 active;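 active = inhibition of the luminescence signal of 40% or more relative to plate controls, in a single-dose primary screen at 18.75 µM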
PDI turbidity = blocks human protein disulfide isomerase activity. P07237. 0.052% of 350,000 active. PDI insulin aggregation turbidity, A650, 90 min. AID 588391. inhibition, % at 10 µM;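 active = mean inhibition across replicates of 30% or more, whatever share of single replicates reach that level; inconclusive = mean inhibition below 30% while every single replicate reaches 30%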;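 also: absorbance from insulin aggregation driven by PDI reduction with DTT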
Target sequence (P07237 whole entry, looked up): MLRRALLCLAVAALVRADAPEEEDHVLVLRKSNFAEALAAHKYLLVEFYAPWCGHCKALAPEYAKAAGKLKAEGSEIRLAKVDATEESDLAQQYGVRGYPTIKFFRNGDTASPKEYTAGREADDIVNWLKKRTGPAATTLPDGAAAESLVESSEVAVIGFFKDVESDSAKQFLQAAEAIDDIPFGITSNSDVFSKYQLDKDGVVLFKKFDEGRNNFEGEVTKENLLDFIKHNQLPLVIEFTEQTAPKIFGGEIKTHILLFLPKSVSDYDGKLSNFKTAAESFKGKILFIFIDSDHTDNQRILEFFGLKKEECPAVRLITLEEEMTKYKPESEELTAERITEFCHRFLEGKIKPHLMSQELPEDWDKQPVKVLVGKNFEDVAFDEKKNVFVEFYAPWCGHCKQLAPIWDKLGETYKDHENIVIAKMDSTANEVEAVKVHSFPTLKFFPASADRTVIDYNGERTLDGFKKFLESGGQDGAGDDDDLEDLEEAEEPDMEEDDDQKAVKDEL
NR2E3 ag-2 = NR2E3 (human) agonism; Q9Y5X4; GST-NR2E3/biotin-RetCOR TR-FRET, 1536-well; inhibition of corepressor binding, % at 4.78 µM; 0.12% of 320,000 active; AID 2300;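 active = percent inhibition above the cutoff of mean plus 3 SD of all tested compounds, set per screening campaign, cut at about 20% in these data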;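 also: 0% = DMSO wells and 100% = biotin wells as full block of FRET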
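Material: NR2E3–RetCOR corepressor complex / Amount: 1.35 nM GST-NR2E3 / Medium: Tris pH 7.5 / Compound: single nominal compound dose of 4.8 µM / Incubation: 5 h at 4 °C / Technique: TR-FRET, Eu(K)-anti-GST donor, streptavidin-D2 acceptor, ex 340, em 617/671 nm / Read-out basis: percent loss of FRET ratio relative to control wells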
Active calls of the source: *; u = inconclusive; x = not tested or not shown. Outcome played no part in choosing rows, and some 3.3% of all compounds hit somewhere here.

Values in the order: CaV13 FRET inh	NR2E3 ag-1	KKLEB cytotox	CF NFkB block	Peg3 promoter	TRPM1 prom inh	Shn3 inh set2	Vif inh	HIF-2a inh	PDI turbidity	NR2E3 ag-2
C=CCN1C(=O)c2ccccc2Sc2ccc(C(=O)NCC(OC)OC)cc21
  -4	-14	2	-2	12	12	13	-10	20	7	2
C=CCn1c(SCC(=O)c2cccs2)nc2sc(C)cc2c1=O
  -4	-3	-10	14	23	3	30	-13	14	3	2
COc1ccccc1C(=O)OCC(=O)NC(C)CCc1ccccc1 (configuration not stated)
  -3	-17	3	15	9	3	4	-8	9	1	0
Cc1nc2ccccc2nc1Nc1cccc(Cl)c1
  -5	-6	-9	-4	0	-8	2	-2	-9	-2	1
Cc1nn(CC(=O)Nc2ccc(Cl)c(S(=O)(=O)N(C)C)c2)c(C)c1[N+](=O)[O-]
  -14	-6	-7	3	9	0	-32	2	21	-7	0
COCCNC(=O)c1cnn2c(C(F)F)cc(-c3ccccc3)nc12
  -7	-32	3	-30	22	-4	-9	4	12	-9	2
CCC1CCCCN1C(=O)COC(=O)COc1ccc(Br)cc1 (configuration not stated)
  -5	-7	-10	-21	-10	-10	-13	-3	2	-4	x
Cc1cccc(C2CN(C)CCc3c2cc(O)c(O)c3Cl)c1 (configuration not stated)
  -4	-6	5	-3	14	-9	-18	-5	10	0	-1
CNC(=O)C[C@H]1C(=O)N(C2CCCCC2)C[C@@H]1c1ccc(Br)cc1
  -9	8	-8	17	12	x	-31	-5	-13	30	x
Cc1cc(C)c2cc(C(=O)N3CCC(Cc4ccccc4)CC3)[nH]c2c1
  -19	-20	0	0	10	19	4	-2	-7	19	0
O=C(NCc1ccc(F)cc1)C(=O)NCC(c1ccco1)N1CCOCC1 (configuration not stated)
  -2	-7	8	-1	1	2	-2	0	3	1	-2
CCOc1ccc(C(C)=O)cc1CN1C(=O)NC2(CCCCCC2)C1=O
  -7	-16	-2	-18	10	-5	3	12	-1	10	-3
Cc1cc(N2CCN(C)CC2)nc2ccc(NC(=O)c3ccc4c(c3)OCO4)cc12
  -8	-53	-16	-9	-99	-21	-73	7	-46	-1	2
COc1ccccc1-c1nnc(NC(=O)OCC(C)C)s1
  -1	-12	1	-8	-4	10	-1	-4	-8	-15	0
Nc1ccccc1Nc1cc(-c2ccccc2)[nH]n1
  -7	-36	-11	-3	-226	-43	10	5	-274	-10	x
C=CCN(c1ccc(C(=O)Nc2cccc(C)c2)cc1)S(C)(=O)=O
  -8	-15	-2	10	-21	-9	5	8	-39	6	0
CCCCNCc1cc(Br)c(OCC(=O)N2CCOCC2)c(OC)c1
  -4	7	5	7	8	0	1	5	15	14	4
Cc1ccc2nc(Nc3nc(CSc4nc5ccccc5s4)cc(=O)[nH]3)nc(C)c2c1
  -8	-2	-20	14	-1	14	8	-18	6	-3	-2
CCN1CCN(Cc2c(O)ccc3c(C)cc(=O)oc23)CC1
  -3	-9	4	-20	-5	6	7	4	18	3	-1
N=c1n(CCO)c2ccccc2n1Cc1ccc(Cl)cc1
  -4	-24	0	-9	7	-3	28	-2	9	-5	0
CC(OC(=O)CN1C(=O)c2ccccc2C1=O)C(=O)NC1CCCCC1C (configuration not stated)
  -14	-9	-5	20	4	1	6	-3	9	-7	-1
CC1CCCCN1C(=O)c1ccc(CS(=O)(=O)Cc2ccccc2)cc1 (configuration not stated)
  -4	16	5	-11	19	4	21	x	6	-14	-3
CC(=O)c1ccc(NC(=O)C(C)OC(=O)c2ccc(NS(=O)(=O)c3ccc(F)c(F)c3)cc2)cc1 (configuration not stated)
  -16	-2	8	18	2	2	1	-14	-19	-2	3
O=C(NCc1ccc(F)cc1)C1CC(=O)N(C2CCCCCCC2)C1 (configuration not stated)
  -6	-1	0	-6	15	-7	0	11	13	6	0
Cc1csc(NC(=O)C2CCCC2)n1
  -5	-33	-6	-8	-100	-22	-33	3	-85	-3	4
CC12CCC(C(=O)Nc3cc(Cl)ccc3Cl)(C/C1=N\O)C2(C)C (configuration not stated)
  -5	4	-24	-14	14	6	12	17	28	-12	-1
CC12CCC(=O)C=C1C(O)CC1C2CCC2(C)C1CCC2(O)C(=O)CO (configuration not stated)
  -10	1	-3	3	3	0	0	-1	17	-8	x
CC(Oc1ccccc1)C(=O)OCC(=O)Nc1sccc1C(N)=O (configuration not stated)
  -5	1	0	4	5	-2	19	5	-8	0	2
O=C(Cc1coc2ccc3ccccc3c12)NCc1cccs1
  -5	3	7	-1	5	-1	-4	12	-37	-3	5
O=C(O)/C=C/c1ccccc1Oc1ccc(Cl)cc1Cl
  -3	-1	-5	3	-1	5	-8	-14	8	-14	5
Brc1ccc2c(c1)-c1ccccc1C1=NCCN12
  -5	-79	-6	-177	87*	x	-10	15	-56	5	x
CCCCCCCC(=O)N/N=C/c1ccc([N+](=O)[O-])o1
  -2	8	8	-4	-10	37	4	11	5	18	2
CC(=O)c1ccc(OCC(O)CN2CC(C)OC(C)C2)cc1 (configuration not stated)
  -1	1	2	-23	5	11	9	u	12	5	0
O=C(O)/C=C\C(=O)Nc1ccccc1C(=O)NCc1ccccc1
  x	-18	-5	3	2	4	-1	-6	8	6	3
Cc1ccc(S(=O)(=O)NCC(=O)OC(C(=O)c2ccccc2)c2ccccc2)cc1 (configuration not stated)
  -4	10	10	-7	5	6	10	0	0	11	3
C[C@@H](NC(=O)c1ncn(C)c1C(=O)N[C@H](C)c1ccccc1)c1ccccc1
  -5	14	-1	-10	19	-3	15	-4	16	-9	-1
COC(=O)c1ccc(NC(=S)NCCCn2ccnc2)cc1
  -7	-2	10	-1	10	0	-4	1	11	1	1
CC(=O)NCCC(=O)Nc1nc(C)c(Cc2ccc3c(c2)OCO3)s1
  -5	-5	3	10	-40	-1	-2	-6	-15	-12	2
Cc1nnc(NCc2cccc(Cl)c2)c2ccccc12
  -4	-11	-4	5	8	15	11	11	3	-31	0
O=C(NCC1CCCCC1)c1cc(-c2cc(F)ccc2OCC2CCCO2)n[nH]1 (configuration not stated)
  -5	-19	-21	22	19	x	-7	-25	6	2	x
CC(=O)Nc1sc2c(c1CN1CCCC1)CCCC2
  0	10	6	0	1	9	6	3	1	-3	-4
CC1CCCN(S(=O)(=O)c2cc3c4c(c2)CCN4C(=O)CC3)C1 (configuration not stated)
  -6	12	-21	-7	-2	1	4	11	15	-7	1
CCc1ccc(S(=O)(=O)NC2CC(C)(C)NC(C)(C)C2)cc1
  -2	0	-9	4	4	4	1	-2	11	6	-1
CCNc1nc(NCC)nc(N/N=C/c2ccccc2)n1
  -13	12	-2	11	-12	-1	-3	9	5	-3	1
Cc1cc(Oc2nc3c(C)cccn3c(=O)c2/C=C(\C#N)S(=O)(=O)c2ccccc2)ccc1Cl
  -2	-4	-9	26	68*	10	3	8	21	-7	0
Cc1c(-n2c(SCC(=O)N(C)C3CCS(=O)(=O)C3)nc3ccccc3c2=O)c(=O)n(-c2ccccc2)n1C (configuration not stated)
  3	-1	12	-4	-6	-13	-54	-1	6	-5	0
COc1ccc(C(=O)Nc2ccc(S(=O)(=O)N3CCCC3)cc2)c(OC)c1
  -3	11	24	-8	11	-1	1	-8	2	-1	1
CC1=NN2C(=N)/C(=C\c3ccc(SCc4ccccc4)o3)C(=O)N=C2S1
  -8	-22	13	4	-7	1	-14	18	16	-10	5
O=C1CC(N2CCC(O)(c3ccc(Cl)cc3)CC2)C(=O)N1 (configuration not stated)
  -3	1	9	-3	8	-2	1	-1	-1	6	1
COc1ccc(OC)c(-c2cc(C3CCN(c4cc(Cl)nc(N)n4)CC3)[nH]n2)c1
  x	37	-5	2	21	21	74	-22	35	22	1
NC(=O)c1ccsc1NC(=O)COC(=O)CCCOc1ccccc1
  -16	4	-4	16	-10	11	-7	-1	14	0	x
COC(=O)Cn1c(=NC(=O)CCS(=O)(=O)c2ccccc2)sc2c(OC)ccc(OC)c21
  -9	-18	-16	7	18	13	20	3	10	0	4
O=C(CCNS(=O)(=O)c1ccccc1)NNC(=O)C1COc2ccccc2O1 (configuration not stated)
  -4	7	18	-1	-2	3	3	23	-3	-3	-1
CCc1nnc(NC(=O)C2CC(=O)N(Cc3ccco3)C2)s1 (configuration not stated)
  -3	-12	-4	6	7	1	-2	3	2	-1	-3
O=C(CSc1nnc(-c2ccccc2F)n1CCc1ccccc1)Nc1ccc2[nH]c(=O)[nH]c2c1
  -4	-12	7	1	5	4	-2	-1	13	-1	-1
CCSc1nc2ccccc2n1CCOc1ccccc1
  x	-79	9	-9	-100	-21	-17	8	-132	-6	-1
Cc1ccoc1C(=O)NCCCNC(=O)c1occc1C
  -4	-20	6	-5	11	15	-4	22	13	-4	1
COc1cccc(CC(=O)NN2C(=O)NC3(CCCCC3)C2=O)c1
  -3	7	8	-8	-2	1	-48	-2	-5	-2	1
O=C(CCCSc1nc2sc3c(c2c(=O)[nH]1)CCC3)NCCCO
  -8	2	1	-2	0	12	0	x	8	-5	7
Nc1c(-c2ccccc2)c(CN2CCOCC2)nn1-c1cccc([N+](=O)[O-])c1
  -5	-22	-7	0	16	6	-33	0	14	-1	1

Next section.
Values in the order: CaV13 FRET inh	NR2E3 ag-1	KKLEB cytotox	CF NFkB block	Peg3 promoter	TRPM1 prom inh	Shn3 inh set2	Vif inh	HIF-2a inh	PDI turbidity	NR2E3 ag-2
CCOc1ccc(S(=O)(=O)NCc2ccncc2)cc1NC(=O)c1ccccc1F
  -4	-33	-28	42	13	12	44	1	15	10	-1
Cc1noc(C)c1S(=O)(=O)N(CC(=O)NC(C)c1ccccc1)c1ccc(C(C)C)cc1 (configuration not stated)
  -3	-4	-9	4	17	-16	-12	-4	7	7	1
COc1cccc(/C=N/n2cnc3cc(C)c(C)cc32)c1OC
  -19	-52	-5	0	-158	-72	-52	13	-216	-4	-2
C[C@H](O)[C@@H]1C(=O)N2CCc3ccc(-c4cccc(F)c4)cc3[C@@H]2C[C@@H]1N(C)C(=O)Nc1ccccc1
  -3	-30	7	-14	-1	-10	1	x	-13	-1	x
